TRPC4 block: inhibitors of mouse TRPC4 channel, primary screen, Fluo4 calcium, HEK293 TRPC4beta/mu-opioid cells | Short transient receptor potential channel 4 (Mus musculus), Q9QUQ5 | DAMGO-evoked Fluo4 calcium flux; stronger effect = lower value | B-score at 10 µM | actives 0.39% (n = 300,000) | AID 2247, 2010;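 active means B-score over 3 SD under the library average, no early fluorescence shift, positive overall ratio signal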
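Test system – stable TRPC4beta/mu-opioid receptor HEK293 cells · Probe or stimulus – DAMGO, a submaximal dose followed by a maximal one · Dosing – one concentration per compound · Signal – Fluo4 calcium fluorescence by kinetic imaging, 5 s 1 Hz baseline · Evaluation – per-well B score of integrated baseline-normalized Fluo4 ratio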
TRPC6 inh: mouse TRPC6 channel inhibitors, primary screen, cell-based, HEK293, membrane potential dye; Short transient receptor potential channel 6 (Mus musculus), Q61143; ACh-evoked depolarization; stronger effect = lower value; B-score at 10 µM; actives 1.1% (n = 310,000); AID 2553, 2010;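 active means B-score under library mean minus 3 SD, initial fluorescence not abnormally high, positive integrated signal ratio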;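 further: B-score derived from integrated fluorescence ratio over the kinetic read; more negative B-score means stronger inhibition of depolarization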
RGS4 act: RGS4 potentiators or activators, primary screen, cell-based, HEK293 M3R inducible RGS4, calcium flux. carbachol calcium flux Fluo4; stronger effect = lower value. B-score at 10 µM. AID 463111, 2010. actives 0.92% (n = 310,000);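 active means B-score of the integrated calcium signal more than 4 SD below the library mean, with starting fluorescence not abnormally high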;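 further: negative B-score means reduced calcium response which marks RGS4 activation or potentiation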
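Detection: kinetic calcium fluorescence imaging with Fluo4-AM dye, 2 µM / Material: HEK293 cells with stable M3R and inducible RGS4 / Schedule: recording 10 s baseline at 1 Hz, 100 s post-agonist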
RGS4 inh: RGS4 inhibitors, primary screen, cell-based, HEK293 M3R inducible RGS4, calcium flux; Fluo-4 calcium flux; stronger effect = higher value; triggered by carbachol at its EC20; actives 0.45% (n = 310,000); AID 463165, 2010; B-score at 10 µM; Regulator of G-protein signaling 4 (Homo sapiens), P49798;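 active means B-score, a plate-corrected calcium signal, over three deviations above library mean, with baseline fluorescence within five deviations of library mean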;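 further: RGS4 expression induced by doxycycline in cells with stable M3 receptor; B-score is computed from the integrated fluorescence ratio over baseline after carbachol; higher B-score means a larger calcium signal and so more RGS4 inhibition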
Target sequence (P49798 whole entry, looked up): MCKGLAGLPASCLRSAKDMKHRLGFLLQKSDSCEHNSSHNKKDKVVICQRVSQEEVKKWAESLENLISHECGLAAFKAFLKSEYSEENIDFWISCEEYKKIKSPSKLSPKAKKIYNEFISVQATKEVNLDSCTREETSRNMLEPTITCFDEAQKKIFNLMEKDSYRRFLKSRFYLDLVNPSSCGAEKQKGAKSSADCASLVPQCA
Platelet DG rel: inhibitors of platelet dense granule secretion, primary screen, cell-based, MLPCN, human platelets. human platelet-rich plasma, SFLLRN dense granule ATP release, luminescence. inhibition, %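 (compounds screened at 7.5 µM in platelet-rich plasma)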. actives 0.22% (n = 300,000). AID 1663, 2009;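 active means mean replicate score, as percent of positive control, at or above 50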
SKKanGAS inh: S. pyogenes SKKanGAS growth inhibitors in kanamycin, primary screen, streptokinase expression inhibitor project, SKKanGAS strain, BacTiter-Glo luminescence; AID 1662, 2009; actives 1.3% (n = 300,000); inhibition, % at 7.5 µM; 6 h;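 active means mean replicate score, as percent of positive control median, at least 50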;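 further: strain carries kanamycin resistance gene driven by streptokinase promoter and grows in 40 µg/ml kanamycin; loss of luminescence reflects streptokinase promoter inhibition or plain growth inhibition; 0% = median of DMSO wells and 100% = positive control at its reference dose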
TRPC6 activator: mouse TRPC6 channel activators, primary screen, cell-based, HEK293, membrane potential dye | actives 0.13% (n = 310,000) | Short transient receptor potential channel 6 (Mus musculus), Q61143 | B-score at 10 µM | HEK293-TRPC6 membrane potential dye fluorescence; stronger effect = higher value;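 active means B-score of the integrated fluorescence ratio above library mean plus 3 SD, and starting fluorescence ratio within library mean plus 5 SD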;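 further: higher score means more depolarization so channel activation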
MrgX1 agonist: agonists of human MrgX1 receptor, primary screen, HEK293 cells, Fluo-4 calcium flux | AID 588627, 2011 | B-score at 10 µM | actives 0.44% (n = 310,000) | Fluo-4 calcium fluorescence, agonist mode; stronger effect = higher value;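 active means calcium response B-score plate-corrected fluorescence ratio at least 3 library SD, with starting fluorescence B-score inside 5 SD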
Target sequence (Q96LB2 whole entry, looked up): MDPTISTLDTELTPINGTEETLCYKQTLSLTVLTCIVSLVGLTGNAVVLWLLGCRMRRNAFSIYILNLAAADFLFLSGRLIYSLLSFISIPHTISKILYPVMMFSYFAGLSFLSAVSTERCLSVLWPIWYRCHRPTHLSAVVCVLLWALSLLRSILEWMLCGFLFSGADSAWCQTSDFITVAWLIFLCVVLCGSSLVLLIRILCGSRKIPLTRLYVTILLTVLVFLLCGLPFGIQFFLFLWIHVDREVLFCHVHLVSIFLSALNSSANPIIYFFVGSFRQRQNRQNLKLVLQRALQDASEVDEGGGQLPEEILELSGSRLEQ
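Test system: Stable human MrgX1 HEK293 cell line | Schedule: Overnight plating before 1 h dye loading | Read-out basis: Baseline-normalised fluorescence change ratio, B-scored | Detection: Kinetic calcium dye fluorescence, Fluo-4 NW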
MrgX1 antagonist: antagonists of human MrgX1 receptor, primary screen, HEK293 cells, Fluo-4 calcium flux; B-score at 10 µM; BAM8-22 antagonism; stronger effect = lower value; AID 588676, 2011; actives 1.3% (n = 310,000); Mas-related G-protein coupled receptor member X1 (Homo sapiens), Q96LB2;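 active means calcium-response B-score plate-corrected more than 3 library SD below zero, starting fluorescence within 5 deviations, no agonist response on first addition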;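 further: peak minus trough fluorescence over baseline after final BAM8-22 challenge near maximal dose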
MrgX1 allo act: positive allosteric modulators of MrgX1, primary screen, HEK293 cells, Fluo-4 calcium flux | actives 0.63% (n = 310,000) | Mas-related G-protein coupled receptor member X1 (Homo sapiens), Q96LB2 | B-score at 10 µM | AID 588675, 2011 | FDSS; stronger effect = higher value;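 active means plate-corrected calcium response at least 3 library SD above typical, normal starting fluorescence, not activating the receptor alone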;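 further: compound read alongside a low EC10 to EC30 dose of BAM8-22 agonist; peak minus trough fluorescence over baseline measured at the second addition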
HIF act: HIF pathway transcriptional activators, primary screen, cell-based, U2OS HRE-luciferase, luminescence; AID 1910, 2009; U2OS HRE-luciferase reporter; normalized: DMSO 0%, desferrioxamine 100%; activation, % at 7.5 µM (by protocol); actives 0.32% (n = 300,000);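 active means mean activation of at least 10% of the iron chelator positive control signal, with at least half of replicates also reaching 10%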
* hit, by the source's call; i = inactive; · = no result given.

SMILES | TRPC4 block | TRPC6 inh | RGS4 act | RGS4 inh | Platelet DG rel | SKKanGAS inh | TRPC6 activator | MrgX1 agonist | MrgX1 antagonist | MrgX1 allo act | HIF act
Cn1c(=O)n(C)c2cc(NC(=O)c3cccc([N+](=O)[O-])c3)c(Br)cc21 | i | i | i | i | 3 | 3 | i | i | i | i | -0.3
COc1ccc(Cc2nnc(NC(=O)c3ccccc3F)s2)cc1 | i | i | i | i | 6 | 0 | i | i | i | i | 1.2
COc1cccc(OCCNS(=O)(=O)c2cccc([N+](=O)[O-])c2)c1 | i | i | i | i | 1 | -4 | i | i | i | i | 0.7
S=c1nc(C2CC2)[nH]c2ccccc12 | i | i | i | i | 1 | 10 | i | i | i | i | -1.7
COc1ccccc1Nc1nc(-c2ccccc2)nc2ccccc12 | i | i | i | i | -1 | -14 | i | i | i | i | -0.2
CCCN(C(=O)C1=COCCO1)c1c(N)n(Cc2ccccc2)c(=O)[nH]c1=O | i | i | i | i | -4 | -2 | i | i | i | i | -0.7
CC(=O)NNc1nc(-c2ccc(C)cc2)cs1 | i | i | i | i | 0 | -4 | i | i | i | i | 0.6
CN(C(=O)c1ccccc1)C1(C)CCS(=O)(=O)C1 (centres undefined) | i | i | i | i | -1 | -3 | i | i | i | i | 0.2
O=C(NCC1CCCO1)c1cc(C(=O)c2ccc(Cl)cc2Cl)c[nH]1 (centres undefined) | i | i | i | i | -6 | -2 | i | i | i | i | 0.0
O=S(=O)(c1ccc(F)cc1)N1CN(Cc2ccco2)c2nc3ccccc3nc21 | i | i | i | i | 13 | 23 | i | i | i | i | 0.1
CC(=O)c1ccc(NS(=O)(=O)c2cccc(C(=O)Nc3ccccc3C(=O)O)c2)cc1 | i | i | i | i | 11 | 4 | i | i | i | i | -1.6
CC(=O)N1CCN(c2ccc(NC(=O)COc3ccc(Cl)cc3Cl)cc2)CC1 | i | i | i | i | -1 | 0 | i | i | -7* | i | 1.9
CCOc1ccc(/C=C/C(=O)c2c(O)cc(C)oc2=O)cc1 | i | i | i | i | -4 | 22 | i | i | i | i | 3.3
CCCCCCCNC(=O)C1(CC2CC(c3ccc(Cl)cc3)=NO2)CCN(C(=O)C2(C)CC2)CC1 (centres undefined) | i | i | i | i | 4 | 28 | i | i | i | i | -1.7
O=C(CSc1nc2ccc(NC(=O)c3ccccc3C(=O)O)cc2s1)Nc1c(Cl)cccc1Cl | i | i | i | i | 1 | 15 | i | i | i | i | -12
COc1ccccc1-c1nnc(SCC(=O)NCc2c(C)c(Cl)cc(C(C)C)c2O)o1 | i | i | i | i | -6 | 19 | i | i | i | i | 0.5
COC(=O)C1=C(C)N(C)C(C)=C(C(=O)OC)C1c1ccncc1 | i | i | i | i | 1 | 4 | i | i | i | i | -1.5
C[C@]12C=CC(=O)C=C1CC[C@@H]1C2[C@@H](O)C[C@@]2(C)C1CC[C@]2(O)C(=O)COC(=O)CCC(=O)O (some centres undefined) | i | i | i | i | -2 | -1 | i | i | i | i | -0.7
O=C(Cn1cccc1)Nc1ccc(OC(F)(F)F)cc1 | i | i | i | i | 1 | -1 | i | i | i | i | 0.3
Cc1ccccc1C(=O)NNC(=O)c1cccn1C | i | i | i | i | 21 | 0 | i | i | i | i | 3.0
CN(CC(=O)Nc1ccc(Cl)cc1)C(=O)CNC(=O)c1ccc2ccccc2c1 | i | i | i | i | -17 | 2 | i | i | i | i | 1.8
CC(C)CC(=O)NC(=S)N1CCN(c2ccc([N+](=O)[O-])cc2Cl)CC1 | i | i | i | i | 4 | -1 | i | i | i | i | -0.1
CCN1CCN(c2ccc(NC(=O)c3ccc4c(c3)[nH]c(=O)n4Cc3ccc(OC)cc3)cc2)CC1 | i | i | i | i | -4 | 5 | i | i | i | i | ·
N#Cc1cc(C(=O)c2cc(Br)ccc2O)cn(Cc2ccccc2)c1=O | i | i | i | i | 1 | 22 | i | i | i | i | -0.9
Cc1nnc(NC(=O)c2ccccc2Br)s1 | i | i | i | i | -2 | -1 | i | i | i | i | 0.7
CCOC(=O)c1c(-c2ccccc2)csc1NC(=S)N(CC)CC | i | i | i | i | -4 | 8 | i | · | · | · | 0.3
O=C(COC(=O)c1ccccc1NS(=O)(=O)c1cccs1)NC1CCCCC1 | i | i | i | i | 18 | 6 | i | i | i | i | -12
CN(C(=O)C1CCN(S(=O)(=O)c2cccc3nonc23)CC1)C1CCCCC1 | i | i | i | i | 2 | 0 | i | i | i | i | -0.6
Cc1ccc(S(=O)(=O)Nc2c(C)n(C)n(-c3ccccc3)c2=O)cc1C(=O)OCC(=O)N1CCCC(C)C1 (centres undefined) | i | i | i | i | 3 | 15 | i | i | i | i | 0.8
Cc1ccc(OCC(=O)N/N=C2\CC(=O)CC(C)(C)C2)c(Br)c1 | i | i | i | i | -5 | 4 | i | i | i | i | -0.5
CCOc1cc(C(=S)N2CCN(C)CC2)ccc1OCC(=O)N1CCCC1 | i | i | i | i | -5 | -1 | i | i | i | i | -0.1
O=C(CCCCCNc1nc(=S)[nH]c2ccccc12)NCCc1ccccc1 | i | i | i | i | 21 | 3 | i | i | i | i | -0.1
Cc1ccccc1C(=O)NNC(=O)C(C)N1C(=O)c2ccccc2C1=O (centres undefined) | i | i | i | i | 1 | 2 | i | i | i | i | 0.1
O=C(Nc1cccc(Cl)c1)NC1(C(=O)NCc2cccs2)CCCCC1 | i | i | i | i | -10 | -8 | i | i | i | i | 0.0
COc1cc(NC(=O)C2CCN(S(=O)(=O)c3ccc4[nH]c(=O)oc4c3)CC2)cc(OC)c1 | i | i | i | i | 5 | 4 | i | i | i | i | -0.5
Cc1ccc(CN2C(=O)C(C)Nc3ncnc(N4CCOCC4)c32)cc1 (centres undefined) | i | i | i | i | -1 | 0 | i | i | i | i | 0.3
CCOC(=O)c1cn(CC)c2cc(N3CCSCC3)c(F)cc2c1=O | i | i | i | i | -2 | 4 | i | i | i | i | 1.2
Cc1c(Cl)cccc1NC(=S)NC1CCN(C(C)C)CC1 | i | i | i | i | -5 | 7 | i | i | i | i | 0.0
COc1ccccc1NC(=O)CC1C(=O)Nc2ccccc2N1C(=O)c1ccccc1 (centres undefined) | i | i | i | i | 0 | 1 | i | i | i | i | 2.3
CNC(=O)n1ccc(C(=O)N2CCCCC2)n1 | i | i | i | i | 3 | -2 | i | i | i | i | 1.4
COC(=O)c1nn(-c2cccc(Cl)c2)ccc1=O | i | i | i | i | 0 | 5 | i | i | i | i | -0.3
O=C(Nc1ccccc1N1CCOCC1)C1CCN(S(=O)(=O)c2ccccc2F)CC1 | i | i | i | i | 0 | -3 | i | i | i | i | -19
COC(=O)CSc1nnc(C)n1-c1cccc(OC)c1 | i | i | i | i | -1 | -1 | i | i | i | i | -0.1
Cc1ccc(OCCNC(=O)CCc2ccccc2)cc1C | i | i | i | i | 0 | -11 | i | i | i | i | -0.1
COC(=O)C12CCC3(SCCS3)C(C(=O)OC)(CCC13SCCS3)C2 | i | i | i | i | 2 | -9 | i | i | i | i | -0.5
COc1ccc(N2CCN(c3ccc(N4C(=O)CC(C)C4=O)cc3[N+](=O)[O-])CC2)cc1 (centres undefined) | i | i | i | i | 3 | -5 | i | i | i | i | 66*
CCCOC(=O)CCCN1C(=O)/C(=C2\SC(=S)N(CCCC(=O)OCCC)C2=O)SC1=S | i | i | i | i | -1 | 4 | i | i | i | i | -0.3
CC1CN(S(=O)(=O)c2cccc(C(=O)OC/C(O)=C(\C#N)c3nc4ccccc4[nH]3)c2)CC(C)O1 (centres undefined) | i | i | i | i | 9 | 14 | i | i | i | i | 0.2
COc1ccc(CCN2CC(C(=O)NCCN3CCOC3=O)CCC2=O)cc1 (centres undefined) | i | i | i | i | -7 | 0 | i | i | i | i | -0.5
CCOc1ccc(C2CC(c3cccc(OC)c3)Nc3ncnn32)cc1 (centres undefined) | i | i | i | i | 4 | -2 | i | i | i | i | -0.3
COc1ccc(N2CCN(Cc3csc(C)c3-c3ccc(C)cc3)CC2)cc1 | i | i | i | i | -4 | -3 | i | i | i | i | -1.0
COC(C[C@@H](O)C[C@H](O)[C@H](C)OCc1ccccc1)OC | i | i | i | i | -1 | 1 | i | i | i | i | 0.0
C=Cn1cc[n+](CC(=O)c2ccc(-c3ccccc3)cc2)c1 | i | i | i | i | -6 | -3 | i | i | i | i | -32
COc1cc(-c2nc3n(n2)C(c2cccc(OC)c2OC)C2=C(CCCC2=O)N3)cc(OC)c1OC (centres undefined) | i | i | i | i | 9 | -3 | i | i | i | i | -0.6
CCOc1ccc(/C(C)=N/NC(=O)Cn2nc([N+](=O)[O-])cc2C)cc1 | i | i | i | i | 1 | 1 | i | i | i | i | -0.2
CC(C)Cn1c(N)c(C(=O)CSc2cc(Cl)ccc2Cl)c(=O)n(C)c1=O | i | i | i | i | 8 | 7 | i | i | i | i | -0.2
O=S(=O)(c1ccccc1)N(Cc1ccccn1)Cc1ccccn1 | i | i | i | i | -1 | -2 | i | i | i | i | 0.4
CN(Cc1nc2c(s1)CCCC2)C(=O)CCc1nnc(-c2ccccc2)o1 | i | i | i | i | 0 | -1 | i | i | i | i | 1.3

Bioassay records deposited in PubChem by several laboratories.
